MCF10A rereplic = inducers of DNA re-replication in MCF 10A breast cells; 350,000 tested, 2.9% active; AID 624296; Potency, µM (doses to about 46.1 µM), for the others: at the highest dose activity, positive = re-replication, hits mostly activators; MCF 10A DNA re-replication, Hoechst nuclear intensity, 48 h; further: potency means the concentration at half of the fitted maximal effect; % of control where 0% means no effect; nearly all actives have a fitted effect of over 50% in size
IL1B secr inh = inflammasome signaling inhibition, IL-1 beta readout; THP-1 LPS/ATP IL-1B secretion, AlphaLISA, 16 h; stronger effect = lower value; activity change, % at 57.5 µM; 360,000 tested, 4.7% active; AID 743279; in the data active means activity change below about -50%; inconclusive means mostly about -30% to -49%; further: on the % scale 0 is the no-effect control and ±100 the full control effect
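Secreted IL-1B measured by AlphaLISA bead assay after 16 h compound exposure of THP-1 cells; compounds (final up to 57.5 uM) added 1 h before LPS (250 ng/mL) and ATP (1.25 mM) stimulation; lower signal means less secretion.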
HEK293 tox = cytotoxicity in counter-screen for GLP-1R inverse agonists | 410,000 tested, 0.13% active | Potency, µM (top dose mostly 38.3 µM), inactives show at the highest dose activity change, negative = inhibition, hits mostly inhibitors | HEK293 cAMP-luciferase reporter cells, luminescence, 24 h;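 further: loss of luciferase light is scored as toxicity; potency means the concentration at half of the fitted maximal effect; on the % scale 0 is the no-effect control and ±100 the full control effect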
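Here, cytotoxicity is scored as loss of luminescence. The MLSMR collection was tested on cells seeded in medium containing 10% Nu serum, with a 24 hr compound exposure preceded by 12 hours of culture.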
HT1080-NT tox = kills 2HG-producing HT-1080-NT fibrosarcoma cells; HT-1080-NT fibrosarcoma viability, CellTiter-Glo ATP luminescence, 48 h; Potency, µM (highest dose often 46.1 µM), for inactives: at the top dose activity, negative = less viability, most hits filed as cytotoxic; 360,000 tested, 1.6% active; AID 686970;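 further: NT is the 2HG producing partner of a matched IDH1 knockdown line; potency means the concentration at half of the fitted maximal effect; 0% = DMSO-treated cells and -100% = media-only wells without cells; nearly all actives have a fitted effect of over 55% in size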
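Read-out is CellTiter-Glo luminescence after 10 minutes at room temperature, following 48 hours' compound treatment of HT-1080-NT cells (750 cells/well, RPMI, 5% FBS, 37 degrees C).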
SW480 rerep = induces DNA re-replication in SW480 colon adenocarcinoma cells; 340,000 tested, 1.8% active; Potency, µM (titrated, usually from 46.1 µM), inactives show top-dose re-replication activation, usual class: activators; AID 624297; SW480 DNA re-replication, Hoechst DNA content imaging, 48 h; further: potency means the concentration at half of the fitted maximal effect; % of control where 0% means no effect; nearly all actives have a fitted effect of over 55% in size
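Image-based DNA-content assay: after two days of treatment, nuclei were labelled with the DNA dye Hoechst and imaged, and hits were compounds raising the count of nuclei showing high fluorescence intensity.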
KB-3-1 tox = KB-3-1 parental cell cytotoxicity. Potency, µM (top dose mostly 46.1 µM), for the others: at the highest dose activity change, negative = cytotoxic, hits mostly cytotoxic. KB-3-1 viability, CellTiter-Glo ATP luminescence, 72 h. AID 1347075. 400,000 tested, 1.4% active; further: potency means the concentration at half of the fitted maximal effect; on the % scale 0 is the no-effect control and ±100 the full control effect; nearly all actives have a fitted effect of over 60% in size
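Luminescent ATP read-out (CellTiter-Glo) measures survival of drug-naive KB-3-1 cells after 72 h compound exposure at 37 °C. Titration series was screened from lowest to highest concentration, with DMSO vehicle plates as background controls.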
KB-V1 MDR tox = KB-V1 MDR subline cytotoxicity; Potency, µM (doses to about 46.1 µM), for inactives: top-dose activity change, negative = cytotoxicity, actives largely listed as cytotoxic; KB-V1 MDR cells viability, CellTiter-Glo, 72 h; 400,000 tested, 3.4% active; further: potency means the concentration at half of the fitted maximal effect; on the % scale 0 is the no-effect control and ±100 the full control effect; nearly all actives have a fitted effect of over 60% in size
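In this primary screen, KB-V1 cells overexpressing P-gp are incubated with library compounds (lowest to highest concentration) for 72 h at 37 degrees C before a luminescent ATP viability read.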
D3 ag = agonists of human D3 dopamine receptor | AID 652048 | max activation, % | 410,000 tested, 0.58% active | D3R DiscoveRx beta-arrestin cells, luminescence, 90 min | P35462; in the data active means max activation above about 30%; further: 0% is about no effect; mostly tested at two doses, the higher about 12 µM
Target sequence (P35462 whole entry, looked up): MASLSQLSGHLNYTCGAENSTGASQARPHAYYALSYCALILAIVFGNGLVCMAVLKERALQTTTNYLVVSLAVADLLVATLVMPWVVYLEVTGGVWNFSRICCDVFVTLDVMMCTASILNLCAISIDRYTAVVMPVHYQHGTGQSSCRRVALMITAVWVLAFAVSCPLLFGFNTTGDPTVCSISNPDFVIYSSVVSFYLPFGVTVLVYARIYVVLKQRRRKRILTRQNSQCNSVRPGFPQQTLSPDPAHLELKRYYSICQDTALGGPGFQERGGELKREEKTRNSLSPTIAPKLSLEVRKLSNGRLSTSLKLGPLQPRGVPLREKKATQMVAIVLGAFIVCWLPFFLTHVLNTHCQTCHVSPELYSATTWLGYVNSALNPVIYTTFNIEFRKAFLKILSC
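Agonist mode: compounds and dopamine controls were applied to plated cells for 90 min at 37 degrees C after an overnight attachment at 1500 cells/well. Luminescent read-out followed 30 - 60 minutes at room temperature with DiscoveRx detection reagent.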
HT1080 IDH1KD tx = toxicity to HT-1080 IDH1 knockdown cells (counter line); Potency, µM (highest dose often 46.1 µM), inactives show top-dose activity, negative = toxicity, most hits filed as cytotoxic; AID 686971; 360,000 tested, 2% active; HT-1080 IDH1 knockdown viability, ATP luminescence, 48 h;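 further: potency means the concentration at half of the fitted maximal effect; 0% = DMSO wells and -100% = cell-free medium wells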
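IDH1KD HT-1080 cells, 750/well, RPMI + 5% FBS; compound pinned after 2 h settling; 48 h, 37 °C; CellTiter-Glo luminescence; % activity normalised to DMSO and no-cell wells; curves fitted, classed by r2 and efficacy.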
* = called active by the depositor; ? = inconclusive; · = not tested or not shown; & = joins results of further samples; [ ] = another dose, or the depositor's remark. Unless noted, the call rests on the fitted dose curve; in most records, active means well fitted curve in the direction sought with a large enough effect; inconclusive means small, poorly fitted or top-dose-only effect, or another doubt; inactive means no such curve, though single readings can be large; an effect the other way counts as inactive or inconclusive. The list is partial; the hit share may differ from the screen's.

1) C=CCN1C[C@@H](C)N(C(c2ccc(C(=O)N(CC)CC)cc2)c2cccc(OC)c2)C[C@@H]1C (some centres undefined)
2) O=C(Cc1ccccc1)OCC(=O)N1CCN(S(=O)(=O)c2ccc(Cl)cc2)CC1
3) O=C(NC1CCCc2ccccc21)c1ccccc1OC(F)F (centres undefined)
4) CC(=O)N1Cc2cnnn2-c2ccccc2C1(C#N)Cc1ccccc1 (centres undefined)
5) Cc1nc(C(F)(F)F)c(C(=O)N/N=C(\N)c2ccccn2)s1
6) COC(=O)C1=C(c2cc3ccccc3o2)C[C@@H]2CC[C@H]1N2C(=O)NCc1ccccc1

screen / no.	1	2	3	4	5	6
MCF10A rereplic	-4%	8%	10%	-15%	?	14%
IL1B secr inh	6	21	-16	5	47	-5
HEK293 tox	6%	3%	?	0%	?	3%
HT1080-NT tox	19%	14%	-6%	10%	?	-10%
SW480 rerep	-4%	-87%[inhibitor]	-3%	?	7.3µM*	-8%
KB-3-1 tox	0%	0%	-6%	1%	?	-11%
KB-V1 MDR tox	-19%	17%	4%	0%	?	-1%
D3 ag	0	-1	-5	10	-4	6
HT1080 IDH1KD tx	3%	10%	-7%	-1%	16µM*	-11%

7) CCN(CC)CCCN=C(C)c1c(O)n(-c2ccccc2)c(=O)[nH]c1=O
8) Brc1ccc(Oc2cc(Br)c(Br)cc2Br)c(Br)c1
9) COc1ccc(-c2cc(C(F)(F)F)nc(S(=O)(=O)CCCC(=O)Nc3cccc(O)c3)n2)cc1OC
10) C[C@]12C=CC(=O)C=C1CC[C@@H]1C2=CC[C@]2(C)[C@@H](C(=O)CN3CCN(c4cc(N5CCCC5)nc(N5CCCC5)n4)CC3)CC[C@@H]12
11) CN(C)c1nc(N(C)C)nc(N(C#N)CCCl)n1
12) COC(=O)C1=C(c2cc3ccccc3o2)C[C@@H]2CC[C@H]1N2C(=O)NCCCOC(C)C

screen / no.	7	8	9	10	11	12
MCF10A rereplic	5%	-42%[inhibitor]	6.5µM*	?	-4%	5%
IL1B secr inh	12	36	-146*	?	0	20
HEK293 tox	3%	3%	?	8%	-1%	-43%
HT1080-NT tox	-3%	?	18µM*	-26%	13%	7%
SW480 rerep	2%	?	?	12%	-7%	-2%
KB-3-1 tox	15%	0%	7%	-26%	-1%	-1%
KB-V1 MDR tox	-8%	3%	1%	-5%	?	5%
D3 ag	-19	-6	-22&-1	-37	3	-1
HT1080 IDH1KD tx	11%	-3%	12µM*	-25%	15%	-6%

13) Cn1cccc1/C=C1\C(=O)NC(=O)N(CCC2=CCCCC2)C1=O
14) CCc1ccc(-c2nc(CN3CCCC(C(=O)N4CCN(c5cc(Cl)ccc5C)CC4)C3)c(C)o2)cc1 (centres undefined)
15) CN1CCN(c2ncnc3ccc(Br)cc23)CC1
16) CCn1c(O)c(C=Nc2ccc(N3CCOCC3)cc2)c(=O)n(CC)c1=S
17) O=c1[nH]c(=O)n(C2CCCCCC2)c(O)c1C=NCc1ccc(F)cc1
18) COc1ccc(-c2cc3cc(OC)c(OC)cc3cn2)cc1OC

screen / no.	13	14	15	16	17	18
MCF10A rereplic	-15%	·	-3%	18%	-3%	-7%
IL1B secr inh	33	·	6	?	?	·
HEK293 tox	-6%	?	-2%	2%	-19%	-4%
HT1080-NT tox	1%	·	-1%	0%	?	14%
SW480 rerep	-12%	·	-5%	?	0%	-21%
KB-3-1 tox	-4%	?	10%	2%	13%	7%
KB-V1 MDR tox	-19%	?	8%	11%	-13%	-19%
D3 ag	-3	-3	-1	-1	3	7
HT1080 IDH1KD tx	-5%	·	1%	5%	-26%	24%

19) COc1ccc(C2N(c3cc(C)on3)C(=O)C3CCCN32)cc1 (centres undefined)
20) O=C(O)c1cccc(N=Nc2c(O)[nH]c(=O)[nH]c2=O)c1
21) Cc1ccc(S(=O)(=O)N2CCCCC2)cc1NC(=O)CN1CC=C(c2ccccc2)CC1
22) CCCCN1C(=O)NC(=O)C2(Cc3c(nc4c(C)cccn4c3=O)N3CCc4ccccc4C32)C1=O (centres undefined)
23) O=C1Nc2ccc(Br)cc2/C1=C/C(=O)c1ccc2c(c1)OCO2
24) CC(C)CCNc1nnnc2c1sc1nc(N3CCOCC3)c3c(c12)CC(C)(C)SC3

screen / no.	19	20	21	22	23	24
MCF10A rereplic	-3%	2%	?	?	3.7µM*	?
IL1B secr inh	4	-5	?	26	?	-24
HEK293 tox	6%	?	-9%	1%	?	7%
HT1080-NT tox	4%	-5%	3%	0%	?	17%
SW480 rerep	-1%	?	-7%	?	?	-3%
KB-3-1 tox	-1%	0%	?	1%	?	-16%
KB-V1 MDR tox	7%	7%	6.5µM*	15µM*	?	?
D3 ag	-7	-6	2	0	-12	-7
HT1080 IDH1KD tx	28%	-12%	12%	-5%	?	12%

25) CN1C(=O)C(c2ccc([N+](=O)[O-])cc2[N+](=O)[O-])C(=O)N(C)C1=O
26) N#CC(C#N)=Cc1ccc(O)c(O)c1
27) N/C(=N\[N+](=O)[O-])N1CCN(C(=O)c2ccccc2)CC1
28) O=C(CN1CCN(c2ccc([N+](=O)[O-])cc2)CC1)Nc1ccccn1
29) Cc1cc(C(=O)CN2CCCC2)c(C)n1-c1ccc(F)cc1
30) C[N+]12CCC(CC1)C(C(O)(c1ccccc1)c1cccs1)C2 (centres undefined)

screen / no.	25	26	27	28	29	30
MCF10A rereplic	-5%	?	-1%	-7%	9%	7%
IL1B secr inh	16	9	-9	-13	15	6
HEK293 tox	-15%	-1%	?	110%[activator]	-5%	10%
HT1080-NT tox	1%	-3%	4%	?	-2%	-5%
SW480 rerep	-10%	13%&11%	?	-13%	18%	-5%
KB-3-1 tox	-1%	?	15%	-11%	-5%	-20%
KB-V1 MDR tox	11%	-16%&-1%	-8%	?	-4%	10%
D3 ag	-11	7&0	-11	6	-3	5
HT1080 IDH1KD tx	8%	-20%	-5%	-16%	0%	4%

31) CCN1CCC(O)(c2ccccc2)C(C(=O)c2ccccc2)C1 (centres undefined)
32) O=C(NCC1=C(c2cccc3ccccc23)C[C@@H]2CC[C@H]1N2Cc1ccco1)c1ccc([N+](=O)[O-])cc1
33) O=P1(Nc2ccc(F)cc2)COc2ccccc2OC1
34) CCC1CSC(=Nc2ccc(C)cc2)N1C(=O)CN1C(=O)NC2(CCCC2)C1=O (centres undefined)
35) CNCCCOc1ccc(Cl)cc1C(C)(C)C
36) CCOC(=O)C(NC(=O)CC)(Nc1ccc(C(O)(C(=O)OCC)C(F)(F)F)cc1C)C(F)(F)F (centres undefined)

screen / no.	31	32	33	34	35	36
MCF10A rereplic	?	·	-3%	16%	?	0%
IL1B secr inh	-15	-62*	-8	-1	-72*	-25
HEK293 tox	-4%	-28%	1%	?	?	6%
HT1080-NT tox	5%	?	0%	-23%	?	-4%
SW480 rerep	?	·	-2%	17%	?	-1%
KB-3-1 tox	0%	-7%	3%	22%	?	0%
KB-V1 MDR tox	-6%	-28%	-1%	?	?	17%
D3 ag	-4	-19	-6	-6	-12	0
HT1080 IDH1KD tx	9%	?	-4%	-22%	23µM*	-5%

37) CCC(=O)OC1(c2cccc(C)c2)CC(C)N(C)CC1C (centres undefined)
38) CC1[C@H]2Cc3ccc(O)cc3[C@]1(C)CCN2CCc1ccccc1 (some centres undefined)
39) CC1(C)CC(n2[nH]c(=O)c3c2NC(=O)CSC3c2ccccc2)CCO1 (centres undefined)
40) CC1Cc2ccccc2N1Cc1cccc(S(=O)(=O)N(C)C)c1 (centres undefined)

screen / no.	37	38	39	40
MCF10A rereplic	-3%	-3%	6%	?
IL1B secr inh	-10	-56*	25	-1
HEK293 tox	-6%	-3%	-1%	-8%
HT1080-NT tox	2%	?	-2%	-27%
SW480 rerep	-3%	1µM*	-3%	1%
KB-3-1 tox	0%	0%	0%	-4%
KB-V1 MDR tox	7%	?	-2%	1%
D3 ag	-14	0	-9	5
HT1080 IDH1KD tx	6%	15µM*	-4%	-23%

Screening results from PubChem BioAssay.
